Mm-Cpn inhibitor – Inhibitors of TCP-1 ring complex (TRiC) of Methanococcus maripaludis (MmCpn): qHTS; Chaperonin Mm-Cpn (Methanococcus maripaludis); purified Mm-Cpn ATPase, ADP Transcreener TR-FRET; Potency, µM (doses to about 76.9 µM), for the others: at the top dose activity, negative = inhibition, hits mostly inhibitors; 0.031% of 330,000 active; AID 504842, 2011; note: potency is the fitted concentration of half-maximal effect; % is set by controls: 0 for no effect and ±100 for the full control effect; nearly all actives have a fitted effect of over 80% in size
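Measured: ADP formation by purified Mm-CPN. Conditions: 25 nM protein, 10 uM ATP, Tris pH 7.4 with Mg2+, K+ and DTT, 37°C for 30 min. Detection: Transcreener HTRF after 30 min at room temperature.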
Akt phos inh – HTS Assay for Inhibitors of Akt Phophorylation: Primary Screen. Neuro2A IGF-stimulated pAkt S473 HTRF, 20 min; active compounds read low. activity change, % for hits at 50 µM. 0.32% of 360,000 active. AID 651550, 2012; in the data active = activity change below about -80%; inconclusive = mostly about -51% to -80%; note: % is set by controls: 0 for no effect and ±100 for the full control effect
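Single-point screen (50 µM final compound) in Neuro2A cells stimulated 20 min with 6 nM IGF at 37 deg C. After lysis, Ser473-phosphorylated Akt read by HTRF (ex 330 nm, em 615/665 nm) as the 665/615 ratio.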
CCT chaperon mod – High-Throughput Screening for Modulators of Cytosolic Chaperonin Activity; activity change, % (concentration not given with the values), hits read low; purified chaperonin ATPase assay, HTRF ADP detection, 30 min; 0.3% of 360,000 active; AID 651819, 2012; in the data active = activity change below about -30%; note: % is set by controls: 0 for no effect and ±100 for the full control effect
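TRiC at 40 or 20 nM final (batch-dependent) in 30 mM Tris pH 7.4, 100 mM KCl, 5 mM MgCl2, 1 mM DTT, with compound at single 76 uM and 10 uM ATP, 30 min at 37 deg C. ADP detected by HTRF Transcreener, 665/615 ratio.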
HepG2 tox – qHTS for Inhibitors of TGF-b: Cytotox Counterscreen; HepG2 CAGA-GFP viability, ATP luminescence, 18 h; Potency, µM (series often up to 46.1 µM), for inactives: at the top dose activity change, negative = cytotoxicity, most hits filed as cytotoxic; 0.76% of 410,000 active; AID 588856, 2011; note: potency is the fitted concentration of half-maximal effect; some results filed as inactive show a strong effect at the top dose
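CellTiter-Glo luminescence gave cytotoxicity after 18 hours at 37 degrees C. The cells were HepG2 CAGA-GFP in 1% FBS DMEM, stimulated with 500 pg/mL TGF-beta after compound addition. %Activity was normalised to no-cell wells (complete cell-killing) and DMSO (no toxicity), and curves were fitted and classified.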
TGFb inhibitor – qHTS for Inhibitors of TGF-b; HepG2 CAGA-GFP TGF-b/SMAD3 reporter, GFP fluorescence, 18 h; TGF-beta stimulated, 500 pg/mL final; Potency, µM (doses to about 46.1 µM), without a hit: top-dose activity, negative = inhibition, hits mostly inhibitors; 1.2% of 410,000 active; AID 588855, 2011; note: potency is the fitted concentration of half-maximal effect; % is set by controls: 0 for no effect and ±100 for the full control effect; nearly all actives have a fitted effect of over 65% in size
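Inhibition of TGF-beta-driven CAGA-GFP reporter expression in HEPG2 cells is measured by cellular GFP fluorescence after 18 h stimulation with 500 pg/mL recombinant TGF-beta in 1% FBS medium at 37 degrees C.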
A549 tox – Nrf2 qHTS screen for inhibitors: counterscreen for cytotoxicity; A549 ARE-Fluc cells, CellTiter-Fluor viability, 18-24 h; Potency, µM (titrated, usually from 46 µM), for the others: at the top dose activity change, negative = cytotoxicity, most hits filed as inhibitors; 0.16% of 390,000 active; AID 504648, 2011; note: potency is the fitted concentration of half-maximal effect; % is set by controls: 0 for no effect and ±100 for the full control effect
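A549 ARE-Fluc cells in 5% FBS OPTI-MEM, 5000 cells/well, rested 2 h then exposed to compounds in concentration-response for 18-24 h at 37 °C. Viability by CellTiter-Fluor fluorescence (Ex 405/Em 525) after 30 min; luciferase luminescence (BugLite, 15 min, RT) read afterwards.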
Abeta rescue – qHTS for compounds that reverse cellular toxicity of Amyloid beta (A-beta) peptide in yeast: Primary Screen | yeast expressing A-beta42, growth rescue, OD600, 48 h; response scale: 0% DMSO, 100% iron-clioquinol control | Potency, µM (top dose mostly 46.1 µM), without a hit: top-dose growth rescue, actives largely listed as activators | 0.063% of 410,000 active | AID 1347071, 2019; note: potency is the fitted concentration of half-maximal effect; nearly all actives have a fitted effect of over 55% in size
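Yeast growth medium received pinned compounds, then yeast cells expressing toxic A-beta were added; plates incubated at 30 C for 48 hr. Growth read as absorbance at 600 nm, normalized to DMSO and equimolar FeCl3 plus clioquinol controls.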
Nrf2 activator – qHTS of Nrf2 Activators | AREc32 ARE-luciferase reporter (MCF7-derived line), luminescence, 24 h | Potency, µM (series often up to 46.1 µM), inactives show top-dose activation, actives largely listed as activators | 0.31% of 410,000 active | AID 624171, 2012; note: potency is the fitted concentration of half-maximal effect; % of control where 0% means no effect; nearly all actives have a fitted effect of over 65% in size
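Quantitative high-throughput format: AREc32 reporter cells, 1000 per well, received compound by pin transfer and were incubated 24 hr at 37 deg C, 5% CO2, before Steady-Glo luminescence detection.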
Nrf2 block – Nrf2 qHTS screen for inhibitors. A549 ARE-Fluc reporter, luciferase luminescence, 18-24 h. Potency, µM (highest dose often 46 µM), without a hit: top-dose activity change, negative = inhibition, usual class: inhibitors. 2.1% of 360,000 active. AID 504444, 2011; note: potency is the fitted concentration of half-maximal effect; % is set by controls: 0 for no effect and ±100 for the full control effect; nearly all actives have a fitted effect of over 60% in size
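Nrf2 function is reported as luminescence of an ARE-controlled luciferase in A549 cells. Compounds were tested at several concentrations, and a CellTiter-Fluor read on the same wells flagged cytotoxicity.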
* hit, by the source's call; i = inactive; u = inconclusive; x = no result given. Unless noted, calls come from the whole dose curve; as a rule, active = well fitted curve in the direction sought with a large enough effect; inconclusive = small, poorly fitted or top-dose-only effect, or another doubt; inactive = no such curve, though single readings can be large; an effect the other way counts as inactive or inconclusive. Compounds were not picked by outcome; overall some 4.3% were active at least once.

SMILES	Mm-Cpn inhibitor	Akt phos inh	CCT chaperon mod	HepG2 tox	TGFb inhibitor	A549 tox	Abeta rescue	Nrf2 activator	Nrf2 block
COC(=O)c1ccc(Oc2nc(NC(C)C)nc(NC(C)C)n2)cc1	0%	i	1.0	18%	-10%	-17%	9%	0.3%	-19%
COc1ccc(O)c(/C=N/NC(=O)c2cccc(N3CCCC3=O)c2)c1	-1%	i	-1.3	-23%	3%	2%	-3%	-1.1%	4%
Cc1sc(-n2c(C)cc(/C=N/n3cnnc3)c2C)c(C#N)c1C	-3%	i	0.0	0%	u	-16%	-11%	2.7%	15µM*
Cc1ccc(S(=O)(=O)NC(=O)c2ccc(Br)o2)c(C)c1	u	i	0.0	3%	-5%	2%	6%	0.0%	-1%
Cn1nc(-c2ccc(Cl)cc2)c2cc(C(=O)NCC3CCCO3)sc21 (centres undefined)	-2%	i	-0.4	-18%	-20%	-19%	26%	20%	u
Cc1ccc(NC(=O)c2sc3nc(C)cc(C)c3c2N)cc1	-2%	i	-1.2	-13%	1%	-1%	-5%	4.6%	u
COc1ccccc1OCc1csc(N)n1	0%	i	1.4	-20%	-12%	4%	2%	-0.2%	u
Cc1cccc(NC(=O)c2ccc(OCc3c(C)noc3C)cc2)c1	-1%	i	0.4	-8%	2%	-3%	-16%	0.6%	u
CCC(=O)N1CCN(c2ccc(NC(=S)NC(=O)c3ccc(OC)c([N+](=O)[O-])c3)cc2)CC1	-8%	i	-2.6	-18%	-1%	-2%	-3%	4.9%	-20%
CN1CCN(NC(=O)CSc2ccc(Cl)cc2Cl)CC1	-2%	i	-2.5	6%	5%	2%	-2%	-0.1%	0%
N#Cc1c(C(F)(F)F)cc(C2CC2)nc1N1CCCC1	3%	i	-5.2	3%	11%	10%	1%	-0.2%	u
CCCc1cc(=O)[nH]c(SCC(=O)Nc2sc3c(c2C#N)CCC(C)C3)n1 (centres undefined)	-6%	i	0.4	1%	-20%	-5%	1%	0.1%	u
CCNC(=S)N/N=C1\CCCCc2ccccc21	3%	i	1.1	8%	-4%	7%	-3%	4.4%	17%
Cc1ccccc1CSc1nnc(-c2ccncc2)o1	u	i	0.0	-1%	-23%	-3%	8%	-0.3%	-1%
O=S(=O)(NC1CCCCC1N1CCN(c2ccc(F)cc2)CC1)c1ccccc1 (centres undefined)	-1%	x	3.1	-2%	-10%	2%	4%	1.0%	u
CCOC(=O)c1cc(CC)sc1/N=C/C1=C(O)CC(C)(C)CC1=O	1%	i	1.2	0%	7%	-1%	6%	-0.1%	-16%
COCCN(C(=O)c1cc(-c2ccc(F)cc2)nc2ccccc12)c1c(N)n(CC(C)C)c(=O)[nH]c1=O	x	i	-0.1	-15%	-9%	4%	-6%	0.0%	8%
CCn1c(Cc2ccc(OC)cc2)nnc1SCC(=O)Nc1ccc(N2CCOCC2)cc1	1%	i	-4.3	2%	19%	-5%	-10%	0.0%	7%
CCc1nnc(NC(=O)C(c2ccccc2)c2ccccc2)s1	0%	i	-0.7	-15%	-2%	6%	24%	0.5%	0%
Cc1cc(C)cc(N(CC(=O)NC(C)(C)C)C(=O)CCC(=O)Nc2nccs2)c1	0%	i	0.9	0%	-1%	2%	-14%	0.6%	-11%
Cc1[nH]nc2c1C(c1ccco1)C(C#N)=C(N)O2 (centres undefined)	3%	i	0.5	-9%	-10%	3%	-7%	5.0%	u
O=C(Cc1ccccc1)NCC1COc2ccccc2O1 (centres undefined)	x	i	2.0	1%	-8%	14%	20%	0.0%	12%
O=C(C1CCN(S(=O)(=O)c2cccnc2)CC1)N1CCCCC1	-2%	i	-2.8	0%	6%	-2%	-2%	-0.6%	12%
O=C1NC(=O)C([N+](=O)[O-])=C(O)C1=O	x	i	-1.6	5%	3%	x	-2%	0.2%	x
CCN(CC(=O)NC(C)(C)C)C(=O)c1ccccc1SCC(=O)NC1CCCCCCC1	1%	i	-1.7	-23%	-23%	-5%	-1%	-0.8%	-20%

Only TGFb inhibitor, Mm-Cpn inhibitor and HepG2 tox, for some of the entries so far:
SMILES | TGFb inhibitor | Mm-Cpn inhibitor | HepG2 tox
Cc1sc(-n2c(C)cc(/C=N/n3cnnc3)c2C)c(C#N)c1C | u | -3% | 0%
CCCc1cc(=O)[nH]c(SCC(=O)Nc2sc3c(c2C#N)CCC(C)C3)n1 (centres undefined) | -20% | -6% | 1%
Cc1ccccc1CSc1nnc(-c2ccncc2)o1 | -23% | u | -1%
CCOC(=O)c1cc(CC)sc1/N=C/C1=C(O)CC(C)(C)CC1=O | 7% | 1% | 0%

The main list resumes, repeating the four entries before the break.
SMILES	Mm-Cpn inhibitor	Akt phos inh	CCT chaperon mod	HepG2 tox	TGFb inhibitor	A549 tox	Abeta rescue	Nrf2 activator	Nrf2 block
O=C(Cc1ccccc1)NCC1COc2ccccc2O1 (centres undefined)	x	i	2.0	1%	-8%	14%	20%	0.0%	12%
O=C(C1CCN(S(=O)(=O)c2cccnc2)CC1)N1CCCCC1	-2%	i	-2.8	0%	6%	-2%	-2%	-0.6%	12%
O=C1NC(=O)C([N+](=O)[O-])=C(O)C1=O	x	i	-1.6	5%	3%	x	-2%	0.2%	x
CCN(CC(=O)NC(C)(C)C)C(=O)c1ccccc1SCC(=O)NC1CCCCCCC1	1%	i	-1.7	-23%	-23%	-5%	-1%	-0.8%	-20%
CCc1ccccc1NC1=NCC(=O)N1Cc1ccc2c(c1)OCO2	0%	i	2.2	-7%	10%	3%	-3%	2.3%	-1%
CCOC(=O)C1CCN(CCCSc2ccccc2)CC1	x	i	1.8	3%	-3%	0%	-3%	-0.5%	7%
NC1=NC2(CCCCC2)N(c2ccc(F)cc2F)C(N)=N1	-13%	i	-0.4	-2%	4%	6%	-11%	2.3%	2%
COc1ccccc1NC(=S)N(Cc1ccco1)Cc1cc2ccc(C)c(C)c2[nH]c1=O	-17%	i	-5.0	3%	u	u	19%	3.7%	u
Cc1noc(C)c1COc1ccccc1C(=O)NCCc1ccc(Cl)cc1	4%	i	-3.9	9%	-13%	-8%	-4%	3.4%	2%
CC1(C(=O)NC2CCCCCCC2)CCC(=O)N1Cc1ccco1 (centres undefined)	-2%	i	0.5	-2%	2%	-9%	-5%	-0.8%	5%
COC(=O)CCc1ccc(OCC(O)CNC(C)C)cc1 (centres undefined)	x	i	-1.0	-43%	-2%	0%	-9%	0.5%	2%
O=C(CSc1nc2sc3c(c2c(=O)[nH]1)CCCC3)NCCO	-1%	i	-1.1	-17%	-7%	0%	-7%	-0.8%	3%
O=S(=O)(NCc1ccc(F)cc1)c1ccc(-n2cccn2)cc1	-3%	i	-2.0	-1%	-13%	7%	-17%	-0.2%	-15%
Cc1ccc(C(C)C)c(OCCSc2nc3ccccc3n2CC(O)CO)c1 (centres undefined)	x	x	x	-91%	u	-7%	-6%	-0.2%	-13%
COc1ccc(OCC(=O)N/N=C(\C)c2cc3ccccc3o2)cc1	-7%	i	-2.5	-15%	-6%	21%	9%	3.7%	22%
O=C(COc1ccccc1)OCC(=O)c1ccc(S(=O)(=O)N2CCCCC2)cc1	0%	i	-0.3	1%	15%	4%	-13%	-0.3%	6%
O=C(CSc1ccc(F)cc1)Nc1cccc(S(=O)(=O)N2CCOCC2)c1	-3%	i	-2.1	3%	11%	-4%	20%	1.0%	x
CCCC(=O)Nc1ccc(C(=O)Nc2cccc(OC)c2)cc1	-8%	i	1.2	-4%	9%	0%	-2%	4.2%	-23%
Cc1ccc(NC(=O)N2CCN(C/C=C/c3ccccc3)CC2)cc1	0%	i	-1.0	-22%	-16%	5%	-12%	-0.6%	1%
Cc1nsc(N)c1C(=O)O	3%	i	0.0	-17%	-15%	0%	0%	-0.4%	10%
COC(CN1C(=O)C(O)=C(C(C)=O)C1c1ccccn1)OC (centres undefined)	-2%	i	-3.7	3%	0%	-8%	-2%	-0.5%	-8%
CCOC(=O)COc1ccc(C(=O)c2ccccc2)c(O)c1	-5%	i	2.6	-4%	u	-1%	-17%	-1.7%	8%
Cc1ccc(CN2CCNC(=O)C2CC(=O)N(C)CCc2ccccc2)cc1 (centres undefined)	1%	i	-0.3	-9%	6%	1%	11%	-0.1%	6%
O=C(NCCNc1nccc(C(F)(F)F)n1)c1cccs1	2%	i	-0.9	-6%	-9%	4%	2%	0.3%	1%
CCOC(=O)C(NC(C)=O)(NC(C)C)C(F)(F)F (centres undefined)	0%	i	-1.3	0%	1%	19%	-6%	2.2%	4%
O=C(NNC(=O)c1ccncc1)NC1CCCCC1	-1%	i	2.2	-12%	-2%	6%	6%	0.2%	7%
COCCNC(=O)c1cccc2c(-c3cccc(C(N)=O)c3)coc12	x	i	-1.2	-15%	1%	x	-12%	13%	x

Some of the entries above, set out differently:
> Cc1ccc(CN2CCNC(=O)C2CC(=O)N(C)CCc2ccccc2)cc1 (centres undefined)
  Mm-Cpn inhibitor: 1%; Akt phos inh: i; CCT chaperon mod: -0.3; HepG2 tox: -9%; TGFb inhibitor: 6%; A549 tox: 1%; Abeta rescue: 11%; Nrf2 activator: -0.1%; Nrf2 block: 6%

> O=C(NCCNc1nccc(C(F)(F)F)n1)c1cccs1
  Mm-Cpn inhibitor: 2%; Akt phos inh: i; CCT chaperon mod: -0.9; HepG2 tox: -6%; TGFb inhibitor: -9%; A549 tox: 4%; Abeta rescue: 2%; Nrf2 activator: 0.3%; Nrf2 block: 1%

Assay outcomes as filed in PubChem.
